Source: PubChem BioAssay (Broad Institute)
IDH1 R132H inh = inhibitors of human IDH1 R132H | IDH1 R132H reductase, diaphorase/resazurin fluorescence, 60 min | inhibition, % at 10 µM | hit rate 0.18% among 70,000; in the data active = inhibition above about 34%;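 note: 0% = DMSO and 100% = no enzyme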
Target sequence (O75874 whole entry R132H): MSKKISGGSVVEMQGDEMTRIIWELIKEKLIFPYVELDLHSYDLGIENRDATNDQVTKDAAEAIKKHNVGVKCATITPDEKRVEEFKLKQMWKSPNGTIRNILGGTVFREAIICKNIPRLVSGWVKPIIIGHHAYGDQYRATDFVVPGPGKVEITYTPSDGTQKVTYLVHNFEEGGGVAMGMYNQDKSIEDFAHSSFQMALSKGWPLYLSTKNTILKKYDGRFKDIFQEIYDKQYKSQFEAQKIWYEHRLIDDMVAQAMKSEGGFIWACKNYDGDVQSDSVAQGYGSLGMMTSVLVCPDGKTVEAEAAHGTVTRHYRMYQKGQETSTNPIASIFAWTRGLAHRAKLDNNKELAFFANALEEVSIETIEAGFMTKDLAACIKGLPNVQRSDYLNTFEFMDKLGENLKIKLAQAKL
EZH2 inh = blocks human EZH2/PRC2 H3K27 methylation. hit rate 0.35% among 57,000. DELFIA TRF, 1 h. inhibition, % at 12.5 µM. Q15910;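 active = mean inhibition of replicates at least 50% and every single replicate also reaching 50%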;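 note: dimethyl H3K27 on biotinylated H3 21-44 peptide detected by antibody; plate controls were median neutral control wells for no effect and median positive control wells for full effect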
Numbers without * were called inactive; / = no result given; & = joins results of further samples. These rows are one share of the data; count on the stated rates, not on these rows.

Structure	IDH1 R132H inh	EZH2 inh
CNC[C@@H]1Oc2ncc(-c3cccc(F)c3)cc2C(=O)N([C@H](C)CO)C[C@@H]1C	1.8&-0.3	1&8
O=C(N/N=C/c1cc(O)ccc1O)c1ccccc1O	/	22
CC(C)NS(=O)(=O)c1ccc(N2C(=O)CC3(CCCC3)C2=O)c(Cl)c1	-0.7	9
CO[C@H]1CN(C)C(=O)c2ccc(NC(=O)C3CCC3)cc2OC[C@H](C)N(C)C[C@H]1C	0.5	-11
C[C@@H]1CCCCO[C@H](CN(C)S(=O)(=O)c2ccccc2)[C@H](C)CN([C@@H](C)CO)C(=O)c2cc(N(C)C)ccc2O1	-1.3	-13
O=S(=O)(N[C@H]1CC[C@@H](CCn2cc(-c3cccnc3)nn2)O[C@@H]1CO)c1ccc(F)cc1	-0.1	-12
O=C(CSc1ncn(-c2ccccc2)n1)Nc1ccc(Cl)cc1Cl	0.2	12
C[C@@H]1CN([C@@H](C)CO)C(=O)c2cc(NS(=O)(=O)c3ccccc3)ccc2O[C@H]1CN(C)C(=O)Nc1cccc2ccccc12	0.8	8
C[C@@H]1CN([C@@H](C)CO)C(=O)c2cc(NS(=O)(=O)c3cn(C)cn3)ccc2O[C@@H](C)CCCCO[C@H]1CN(C)S(=O)(=O)c1ccc(Cl)cc1	-1.4	/
CO[C@H]1CN(C)C(=O)c2ccc(NS(=O)(=O)c3ccc(C)cc3)cc2OC[C@@H](C)NC[C@H]1C	0.1	8
O=C(N[C@@H](Cc1ccccc1)Cn1cc(CN2C(=O)COC[C@H]2c2ccccc2)nn1)c1ccccc1	/	4
CC(C)CC#Cc1ccc2c(c1)O[C@@H](CN(C)Cc1ccccc1)[C@H](C)CN([C@H](C)CO)S2(=O)=O	0.3	/
C[C@@H]1CN([C@H](C)CO)C(=O)c2cc(C#Cc3ccccc3F)cnc2O[C@@H]1CN(C)C(=O)C1CC1	0.1	-5
C[C@H]1CCCCO[C@@H](CN(C)Cc2ccncc2)[C@@H](C)CN([C@@H](C)CO)C(=O)c2cc(NC(=O)CCC(F)(F)F)ccc2O1	/	1
Cc1noc(C)c1S(=O)(=O)Nc1ccc2c(c1)CC(=O)N([C@H](C)CO)C[C@H](C)[C@@H](CN(C)S(=O)(=O)c1cccs1)O2	-0.3	/
C[C@H]1CN([C@@H](C)CO)C(=O)c2c(c3ccccc3n2C)-c2ccccc2CO[C@@H]1CN(C)S(=O)(=O)c1cccc(C#N)c1	/	-20
C[C@@H]1CCCCO[C@@H](CN(C)C(=O)Cc2ccccc2)[C@H](C)CN([C@@H](C)CO)C(=O)c2cc(NS(=O)(=O)c3cn(C)cn3)ccc2O1	-0.3	/
CNC[C@H]1Oc2ccc(NC(=O)Nc3ccc4c(c3)OCO4)cc2CC(=O)N([C@H](C)CO)C[C@H]1C	0.1	2
Cc1ccc(S(=O)(=O)Nc2ccc3c(c2)C(=O)N([C@@H](C)CO)C[C@@H](C)[C@@H](CN(C)C)OCCCC[C@H](C)O3)cc1	-6.2	-1
CCCNC(=O)Nc1ccc2c(c1)OC[C@@H](C)N(Cc1ccccc1)C[C@@H](C)[C@H](OC)CN(C)C2=O	0.0	-25
CO[C@@H]1CN(C)C(=O)c2ccc(NC(=O)NC(C)C)cc2OC[C@H](C)N(C(=O)NC(C)C)C[C@H]1C	0.4	-4
COc1ccccc1NC(=O)N(C)C[C@@H]1OCc2cn(nn2)CCCC(=O)N([C@@H](C)CO)C[C@H]1C	1.8	3
Cc1ccc(S(=O)(=O)Nc2ccc3c(c2)CC(=O)N([C@@H](C)CO)C[C@@H](C)[C@H](CN(C)Cc2ccc(C(F)(F)F)cc2)O3)cc1	0.9	/
CNC[C@@H]1OCCCC[C@H](C)Oc2ccc(NC(=O)c3ccncc3)cc2C(=O)N([C@@H](C)CO)C[C@@H]1C	3.5	5
C[C@H]1CN([C@@H](C)CO)S(=O)(=O)c2ccc(C#CC3CC3)cc2O[C@@H]1CN(C)S(C)(=O)=O	/	-10&-11

More records.
Structure	IDH1 R132H inh	EZH2 inh
C[C@H]1CN([C@@H](C)CO)S(=O)(=O)c2ccc(-c3cccc(C#N)c3)cc2O[C@@H]1CN(C)C(=O)Nc1cc(F)ccc1F	/	3
C[C@@H]1CN([C@@H](C)CO)C(=O)c2cc(NC(=O)Nc3ccc(F)cc3)ccc2O[C@@H](C)CCCCO[C@H]1CN(C)CC1CCCCC1	4.3	/
C[C@H]1CN([C@@H](C)CO)C(=O)c2cccc(NC(=O)Nc3cccc4ccccc34)c2O[C@H]1CN(C)S(=O)(=O)c1ccc(F)cc1	-4.5	/
C[C@H]1CN([C@@H](C)CO)C(=O)Cc2cc(NC(=O)Nc3ccc(F)cc3)ccc2O[C@@H]1CN(C)Cc1ccc2c(c1)OCO2	3.8	/
Cc1noc(C)c1NC(=O)Nc1ccc2c(c1)CC(=O)N([C@@H](C)CO)C[C@@H](C)[C@H](CN(C)Cc1ccc3c(c1)OCO3)O2	1.0	-5
Cc1cccc(NC(=O)CSc2nnc(-c3ccc(Cl)cc3)n2-c2cccc(C)c2)c1	-0.2	6
O=C(N[C@@H]1C=C[C@@H](CC(=O)N2CCCCC2)O[C@@H]1CO)c1cccc(F)c1	0.1	-6
C[C@@H]1CCCCO[C@H](CN(C)C(=O)CCCN(C)C)[C@@H](C)CN([C@H](C)CO)C(=O)c2cc(NS(C)(=O)=O)ccc2O1	0.6	8
C[C@H](CO)N1C[C@H](C)[C@H](CN(C)Cc2ccccc2)Oc2ccc(NC(=O)NC3CCCCC3)cc2CC1=O	0.8	-6
COc1ccc(NC(=O)Nc2ccc3c(c2)[C@H]2C[C@@H](CC(=O)N4CCCCC4)O[C@@H](CO)[C@H]2O3)cc1	-0.2	-4
C[C@H](CO)N1C[C@H](C)[C@@H](CN(C)C(=O)c2ccc(F)cc2)Oc2ncc(Br)cc2C1=O	0.5	-3
C[C@@H]1CCCCO[C@H](CN(C)Cc2ccccc2)[C@H](C)CN([C@@H](C)CO)C(=O)c2cc(NC(=O)Cc3ccccc3)ccc2O1	2.2	/
C[C@H](CO)N1C[C@H](C)[C@H](CN(C)CC2CCCCC2)Oc2c(NS(=O)(=O)c3cn(C)cn3)cccc2C1=O	/	1
COc1ccc(S(=O)(=O)N[C@H]2CC[C@@H](CC(=O)O)O[C@H]2CO)cc1	-0.2	17
COc1ccc(S(=O)(=O)Nc2ccc3c(c2)C(=O)N([C@H](C)CO)C[C@H](C)[C@@H](CN(C)C(=O)NC(C)C)OCCCC[C@H](C)O3)cc1	0.6	/
O=C(c1ccccc1Cl)n1nc(-c2ccccc2)nc1NCc1ccco1	0.1	9
CNC[C@@H]1Oc2ccc(NC(=O)CCC(F)(F)F)cc2CC(=O)N([C@@H](C)CO)C[C@H]1C	2.0	7
O=C(O)C[C@@H]1C[C@@H]2c3cc(NC(=O)Nc4ccccc4)ccc3O[C@@H]2[C@H](CO)O1	0.0	3
CCC(=O)N(C)C[C@@H]1Oc2ncc(C#CCc3ccccc3)cc2C(=O)N([C@@H](C)CO)C[C@@H]1C	1.4	2
C[C@@H]1CCCCO[C@@H](CN(C)Cc2ccc(C(F)(F)F)cc2)[C@@H](C)CN([C@@H](C)CO)C(=O)c2cc(NC(=O)Cc3ccccc3)ccc2O1	1.0	/
CCOc1ccc(NC(=O)CSc2nnc(-c3ccc(Cl)cc3)n2C)cc1	0.1	-10
C[C@@H]1CN([C@@H](C)CO)C(=O)Cc2cc(NC(=O)CCCCCC(=O)Nc3ccccc3N)ccc2O[C@H]1CN(C)S(=O)(=O)c1cn(C)cn1	-0.3	/
COCC(=O)Nc1ccc2c(c1)C(=O)N(C)C[C@@H](OC)[C@@H](C)CN(Cc1cc(F)ccc1F)[C@@H](C)CO2	0.0	5
CC(C)NC(=O)Nc1ccc2c(c1)C(=O)N([C@@H](C)CO)C[C@@H](C)[C@H](CN(C)CC1CCCCC1)O2	2.6	5
C[C@H](CO)N1C[C@H](C)[C@@H](CN(C)S(=O)(=O)c2ccccc2F)OCc2cnnn2CCCC1=O	-1.2	6

Next part:
Structure	IDH1 R132H inh	EZH2 inh
C[C@H]1CN([C@@H](C)CO)C(=O)c2cc(-c3cccnc3)cnc2O[C@H]1CN(C)C(=O)c1ccccc1F	-0.9	8
CCCNC(=O)N[C@@H]1CC[C@H](CCNS(=O)(=O)c2cccc(F)c2)O[C@H]1CO	-0.1	0
Cc1noc(C)c1S(=O)(=O)Nc1ccc2c(c1)C(=O)N([C@H](C)CO)C[C@H](C)[C@@H](CN(C)C(=O)NC(C)C)OCCCC[C@H](C)O2	2.2	/
O=C(CCN1CCCCC1)NCC[C@H]1CC[C@@H](NS(=O)(=O)c2cccc(Cl)c2)[C@H](CO)O1	0.3	-3
CCc1c(C)sc(NC(=S)Nc2cc(OC)c(Cl)cc2OC)c1C(=O)OC	0.0	-8
O=C(C[C@@H]1C[C@H]2c3cc(NC(=O)Cc4ccncc4)ccc3O[C@H]2[C@H](CO)O1)NCc1ccc2c(c1)OCO2	1.0	-11
C[C@H](CO)N1C[C@H](C)[C@@H](CN(C)C(=O)c2ccccc2)OCc2ccccc2-c2c(n(C)c3ccccc23)C1=O	/	-3
COC(=O)c1ccc(NC(=O)CSc2cc(C)c3ccccc3n2)cc1	-0.1	1
C[C@@H]1CN([C@@H](C)CO)C(=O)c2cc(NC(=O)CCCN(C)C)ccc2O[C@H]1CN(C)S(=O)(=O)c1cccs1	0.3	/
COc1ccc(S(=O)(=O)Nc2ccc3c(c2)CC(=O)N([C@@H](C)CO)C[C@H](C)[C@H](CN(C)S(=O)(=O)c2ccc(F)cc2)O3)cc1	-0.5	/
C[C@@H]1CN([C@H](C)CO)C(=O)c2cccc(NS(=O)(=O)c3ccccc3)c2O[C@@H]1CN(C)Cc1ccc(Oc2ccccc2)cc1	-0.3	/
C[C@H]1CN([C@@H](C)CO)C(=O)CCCn2nncc2CO[C@H]1CN(C)C(=O)Nc1ccc(C(C)(C)C)cc1	0.0	/
C[C@H](CO)N1C[C@H](C)[C@@H](CN(C)C)Oc2ccc(NC(=O)Nc3ccccc3)cc2CC1=O	-0.3	11
COc1ccc(Cl)cc1Nc1nc(N)nc(-c2cc3ccccc3o2)n1	-0.5	-19
Cc1ccc(S(=O)(=O)Nc2ccc3c(c2)C(=O)N([C@H](C)CO)C[C@H](C)[C@H](CN(C)Cc2ccc(C(=O)O)cc2)O3)cc1	0.3	/
Cc1ccc(S(=O)(=O)N2C(=O)CCC2C(=O)Nc2ccc(I)cc2)cc1 (stereo not given)	2.0	-6
C[C@@H]1CN([C@H](C)CO)C(=O)c2cc(C3=CCCC3)cnc2O[C@H]1CN(C)C(=O)NC1CCCC1	-0.3	3
CO[C@H]1CN(C)C(=O)c2cc(NC(=O)c3ccc4c(c3)OCO4)ccc2OC[C@@H](C)N(CCC(F)(F)F)C[C@H]1C	1.4	-11
CCN(CC)C(=O)CSc1nc2sc(C)c(C)c2c(=O)[nH]1	0.0	-3
C[C@H]1CN([C@@H](C)CO)C(=O)c2cc(NC(=O)NC3CCCCC3)ccc2O[C@@H]1CN(C)S(C)(=O)=O	/	-2
C[C@H](CO)N1C[C@H](C)[C@H](CN(C)S(=O)(=O)c2ccccc2)Oc2ccc(NC(=O)Cc3cn(C)c4ccccc34)cc2C1=O	/	-8
CCCC#Cc1cnc2c(c1)C(=O)N([C@@H](C)CO)C[C@@H](C)[C@H](CN(C)C(=O)CCN1CCCCC1)O2	0.5	-2
C[C@@H]1CN([C@@H](C)CO)C(=O)c2cc(C#CCN(C)C)cnc2O[C@@H]1CN(C)Cc1cccc(C(=O)O)c1	2.0	-1
CCc1ccccc1NC(=O)CN(C)S(=O)(=O)c1ccc2ccccc2c1	-0.4	8
C[C@@H]1CN([C@@H](C)CO)C(=O)c2cc(C#CCN(C)C)cnc2O[C@@H]1CN(C)Cc1ccncc1	0.1	6

Compounds shown so far that contain a thiophene ring, fused or not (4):
Structure	IDH1 R132H inh	EZH2 inh
Cc1noc(C)c1S(=O)(=O)Nc1ccc2c(c1)CC(=O)N([C@H](C)CO)C[C@H](C)[C@@H](CN(C)S(=O)(=O)c1cccs1)O2	-0.3	/
CCc1c(C)sc(NC(=S)Nc2cc(OC)c(Cl)cc2OC)c1C(=O)OC	0.0	-8
C[C@@H]1CN([C@@H](C)CO)C(=O)c2cc(NC(=O)CCCN(C)C)ccc2O[C@H]1CN(C)S(=O)(=O)c1cccs1	0.3	/
CCN(CC)C(=O)CSc1nc2sc(C)c(C)c2c(=O)[nH]1	0.0	-3

Following part:
Structure	IDH1 R132H inh	EZH2 inh
Nc1ccc(-c2nnc(SCC(=O)Nc3cccc(C(F)(F)F)c3)n2-c2ccccc2)cc1	0.3	-11
CNC[C@H]1Oc2cc(-c3ccccc3F)ccc2S(=O)(=O)N([C@H](C)CO)C[C@@H]1C	-1.6	2
O=C(NCC(c1cccnc1)N1CCOCC1)C1CCCCC1 (stereo not given)	1.0	-2
COc1c(S(=O)(=O)NCC2CCCO2)ccc(Cl)c1Cl (stereo not given)	-0.1	11

Filtered by structure: those above with a cyano group (2)
Structure	IDH1 R132H inh	EZH2 inh
C[C@H]1CN([C@@H](C)CO)C(=O)c2c(c3ccccc3n2C)-c2ccccc2CO[C@@H]1CN(C)S(=O)(=O)c1cccc(C#N)c1	/	-20
C[C@H]1CN([C@@H](C)CO)S(=O)(=O)c2ccc(-c3cccc(C#N)c3)cc2O[C@@H]1CN(C)C(=O)Nc1cc(F)ccc1F	/	3
